Furin inhibitor: human furin inhibition; AID 463115; actives 0.061% (n = 220,000); inhibition, % at 30 µM; purified furin, fluorogenic substrate cleavage; in the data active = inhibition above about 25%; note: inactives centre near -15
KCC2 mod: KCC2 (human) Cl- transport modulation; AID 1456; actives 2.2% (n = 190,000); Q9H2X9; KCC2 cells, thallium flux FluoZin-2 fluorescence; B-score of Tl+ flux slope (higher = more flux/activation; lower = inhibition) at 10 µM;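 active = thallium flux slope and its plate-corrected score both differing from the plate sample mean at a set confidence after two filtering rounds, in either direction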;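 note: slope of fluorescence scaled to starting intensity during 10 to 20 s after thallium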
FXIIa inh 1536: factor XIIa (human) inhibition | P00748 | actives 0.3% (n = 220,000) | inhibition, % at 5 µM | purified FXIIa, Boc-QGR-AMC fluorogenic substrate, 2 h; in the data active = inhibition above about 40%;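 note: 0% = enzyme with no compound and 100% = blank without enzyme; many of its hits are not listed in these tables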
Target sequence (P00748 20-372 limits assumed): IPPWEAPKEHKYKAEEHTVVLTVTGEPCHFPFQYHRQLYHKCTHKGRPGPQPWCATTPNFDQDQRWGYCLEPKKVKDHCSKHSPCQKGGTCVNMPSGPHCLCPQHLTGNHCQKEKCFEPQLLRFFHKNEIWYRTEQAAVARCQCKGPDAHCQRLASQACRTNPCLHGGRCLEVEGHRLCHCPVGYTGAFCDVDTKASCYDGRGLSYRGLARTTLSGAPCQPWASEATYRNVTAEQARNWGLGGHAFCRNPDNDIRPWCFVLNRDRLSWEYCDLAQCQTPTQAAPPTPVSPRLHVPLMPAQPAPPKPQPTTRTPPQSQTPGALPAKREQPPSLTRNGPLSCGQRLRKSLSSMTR
Target sequence (P00748 373-615 limits assumed): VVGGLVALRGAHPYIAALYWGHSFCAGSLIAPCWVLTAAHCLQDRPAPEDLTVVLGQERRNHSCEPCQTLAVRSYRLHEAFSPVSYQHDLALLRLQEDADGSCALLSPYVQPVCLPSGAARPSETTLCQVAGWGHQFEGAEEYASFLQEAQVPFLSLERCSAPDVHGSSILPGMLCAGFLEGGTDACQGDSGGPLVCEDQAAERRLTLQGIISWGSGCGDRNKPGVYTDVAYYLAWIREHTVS
thrombin 1536: inhibitors of human thrombin; P00734; alpha-thrombin, Boc-VPR-AMC fluorogenic substrate cleavage; inhibition, % at 5 µM; actives 0.26% (n = 220,000); AID 1046;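 active = inhibition at or above 40%; inactive = inhibition below 40%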;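 note: 0% = enzyme with no compound and 100% = wells without enzyme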
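Test system: human alpha-thrombin; medium: pH 7.5 Tris-saline with Tween 20; times: reaction at room temperature; signal: AMC fluorescence at 355 nm excitation and 460 nm emission; also added: Boc-VPR-AMC substrate, 15 µM final; dosing: one concentration per compound, 5 µM, with 0.2% DMSO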
PERK inhibitor: inhibitors of human PERK kinase; Q9NZJ5; CHO PERK-DD fusion, SEAP luminescence translation reporter; inhibition, % at 5.6 µM; actives 0.17% (n = 220,000); AID 1416;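 active = inhibition above the mean inhibition of all tested compounds plus 3 SD, set separately per screening campaign, cut at about 2.9% in these data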;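 note: PERK kinase domain activated by AP20187 dimerizer at 100 nM; 0% = DMSO with dimerizer and 100% = rapamycin at 8.4 µM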
hK5 inh: blocks human kallikrein 5 protease activity. inhibition, % at 5 µM. actives 0.59% (n = 210,000). Q9Y337. recombinant hK5, fluorogenic AMC substrate cleavage. AID 873;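 active = inhibition of 40% or more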;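 note: 0% = enzyme controls without compound and 100% = no-enzyme blanks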
Target sequence (Q9Y337 67-293 limits assumed): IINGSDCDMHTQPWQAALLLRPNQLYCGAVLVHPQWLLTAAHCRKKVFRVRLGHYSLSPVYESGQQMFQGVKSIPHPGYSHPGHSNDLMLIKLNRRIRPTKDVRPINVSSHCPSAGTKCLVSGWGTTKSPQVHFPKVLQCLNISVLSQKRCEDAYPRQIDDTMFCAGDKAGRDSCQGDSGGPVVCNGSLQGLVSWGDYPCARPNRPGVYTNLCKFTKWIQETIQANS
FXIa inh: inhibitors of human coagulation factor XIa. P03951. purified FXIa, Boc-Glu-Ala-Arg-AMC fluorogenic substrate. inhibition, % at 5 µM. actives 0.14% (n = 220,000). AID 798;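 active = inhibition of at least 40%; inactive = inhibition below 40%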;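 note: fluorescence of freed AMC excited at 355 nm; 0% = enzyme without compound and 100% = no enzyme blank; many of its hits are not listed in these tables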
Wee1 stabilizer: inhibitors of human Wee1 degradation; P30291; HeLa Luc-Wee1K328M stability, luciferase luminescence; 100% = proteasome inhibitor MG132 effect; reporter increase, % at 5 µM; actives 1.2% (n = 220,000); AID 1321;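 active = activation above the mean of all tested compounds plus 3 SD, set per screening run, cut at about 8.8% in these data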;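 note: cells exposed to compound for 20 h before luminescence read; 0% = DMSO alone and 100% = MG132 at 30 µM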
p97 ATPase inh: human p97 ATPase inhibition; P55072; recombinant p97 ATPase, Kinase-Glo ATP luminescence, 3 h; inhibition, % at 8 µM; actives 0.42% (n = 220,000); in the data active = inhibition above about 15%;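 note: 0% = DMSO vehicle and 100% = wells lacking enzyme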
An asterisk follows results filed as active; . = not tested or not shown; [ ] = another dose, or the depositor's remark.

p97 ATPase inh	thrombin 1536	Furin inhibitor	PERK inhibitor	FXIa inh	KCC2 mod	Wee1 stabilizer	hK5 inh	FXIIa inh 1536	smiles
2.4	-2.0	-22.4	0.6	0.3	0.00935	-0.5	-9.2	3.0	O=C(CNC(=O)c1cccs1)c1ccc([N+](=O)[O-])cc1
-2.5	-0.4	-25.3	1.1	-1.9	.	1.9	.	5.4	Cc1cc(-c2nn(-c3ccccc3F)cc2CN2CCCC(O)C2)c(C)s1 (centres undefined)
-3.0	-2.6	-14.1	0.0	1.1	0.794	3.4	-13.1	11.7	CC(C)CC(=O)N(c1ccc(F)cc1)C1C=CS(=O)(=O)C1 (centres undefined)
0.8	-3.5	-10.1	-0.7	-3.1	.	3.5	-16.2	-1.2	Cc1ccc(Cc2c(C)nc3nc(SCC(=O)NCc4ccco4)nn3c2C)cc1
0.9	-4.0	-19.5	1.1	-8.6	-0.251	-1.6	0.2	0.7	Nc1ccc(Oc2ccccc2F)nc1
3.5	-0.3	-16.3	0.4	3.8	1.08	2.4	-23.6	14.4	CC(=O)N(CN1C(=O)C2CC=CCC2C1=O)c1cccc(Cl)c1 (centres undefined)
4.8	-6.5	-28.3	1.4	-5.3	-0.643	3.6	-2.3	1.2	Cc1cc(C(C)C)n2c(nc3ccccc32)c1C#N
-3.5	0.0	-13.8	0.8	-3.7	-0.538	4.5	1.9	-12.3	CCC1SC(=NC(=O)c2ccc(Cl)c(Cl)c2)NC1=O (centres undefined)
5.6	-0.5	-18.8	0.7	2.6	-0.852	1.8	4.7	8.0	COc1ccc(OC)c2c1sc(=NC(=O)C1COc3ccccc3O1)n2C (centres undefined)
3.4	-1.5	-15.0	0.7	1.1	0.774	2.9	-9.8	9.5	O=C(O)c1ccc(CSc2nc3ccc(N4C(=O)C5C6C=CC(C6)C5C4=O)cc3s2)cc1 (centres undefined)
-6.3	-8.7	-6.5[20 µM]	-0.1	1.8	0.0638	-1.4	-18.6	-5.1	Cc1nn(Cc2c(Cl)cccc2Cl)c(C)c1NC(=O)c1sc2ccccc2c1Cl
8.5	-4.1	-25.4	-0.2	-1.7	0.603	-0.6	0.1	7.9	COc1cc(C(=O)NNC(=O)c2ccoc2C)cc(OC)c1OC
0.2	-5.8	-28.2	0.0	-3.3	-0.145	-2.5	-3.3	5.7	Cc1ccc(-n2cc(CN3CCNC(=O)CC3)c(-c3cccc(C)c3)n2)cc1
2.4	5.1	-21.6	0.9	4.0	0.888	1.3	-7.2	8.5	Cc1sc(NC(=O)CSc2nnc(C)c(=O)[nH]2)c(C#N)c1C
5.5	-7.4	-26.9	1.1	4.6	-0.445	1.0	-2.1	3.2	COc1ccc(NC(=O)CNS(=O)(=O)c2cccc3nonc23)c(OC)c1
1.3	-0.6	-8.2	-1.1	5.0	1.53	1.8	-22.9	15.8	O=C1Cc2ccccc2Sc2c(OCCN3CCCCC3)cccc21
-0.2	1.7	-25.9	-1.1	-3.1	0.0294	0.8	-21.6	1.0	Nn1c(SCC(=O)Nc2ccc(F)cc2F)nnc1C1CCCCC1
3.5	1.7	-14.1	1.4	9.8	-1.35	-1.9	-11.2	21.1	COc1cc(C(Nc2ccccn2)c2ccc3ccc(C)nc3c2O)cc(OC)c1O (centres undefined)
0.5	-4.9	-27.1	-0.7	-3.2	-0.389	0.0	-1.2	0.8	O=C(Oc1c(CN2CCOCC2)cc(Cl)c2cccnc12)c1cccs1
7.0	-0.1	-7.8	-1.1	5.0	0.582	0.8	2.1	8.3	COC(=O)c1ccccc1N=Nc1c(C)n[nH]c1C
.	-2.9	-23.4	.	-3.9	-0.738	.	-3.9	3.7	CCC1=C(OC(=O)N(CC)CC)N2C(=O)OC(=NCCc3c[nH]c4ccccc34)[C@]2(C)[C@H]2C1=CC[C@H]1C(=O)N(CC(=O)OC)C(=O)[C@H]12
10.8	-2.6	-25.4	1.4	-1.1	-0.572	-1.7	1.7	7.4	CC1=CC(C)(C)N(C(=O)Nc2ccccc2)c2ccccc21
3.0	-2.6	-12.6	0.9	1.2	0.847	-3.0	-8.2	-4.6	COc1ccccc1-n1nc(C(=O)O)c2ccccc2c1=O
3.6	-6.5	-26.0	1.8	-3.6	.	4.6	-6.9	0.3	CCOc1cc2[nH]c(=O)n(CCC(=O)NCCc3ccccc3)c(=O)c2cc1OCC
-2.1	1.0	-3.5	-1.6	3.9	-0.824	7.5	-12.5	15.4	Cc1cc(NC(=O)CSc2ccc3nnc(-c4ccccc4)n3n2)no1
7.1	-7.1	-9.4	0.1	-0.1	0.241	-0.5	-3.1	3.2	COc1ccc(NC(=O)Nc2ccccn2)cc1OC
-0.3	2.2	-16.9	0.0	-3.9	-0.89	27.5*	-2.5	8.2	Cn1ncc([N+](=O)[O-])c1C(=O)n1nnc2ccccc21
4.0	2.1	-27.2	0.9	2.3	-0.37	10.3*	-3.1	14.1	O=c1cc(CSc2ccccn2)nc(N2CCN(c3ccccc3)CC2)[nH]1
4.9	-4.6	-19.7	1.0	-3.3	1.49	4.7	1.0	3.9	CC(=O)C(Cl)C(=O)Nc1ccccc1 (centres undefined)
-3.7	-0.4	-19.2[20 µM]	0.6	-7.0	-0.599	-0.7	-18.4	10.4	COCCNS(=O)(=O)c1ccc(OCC(=O)OC)c(Cl)c1
-1.7	-0.7	18.0[20 µM]	0.2	-12.1	-0.0561	-2.4	-43.7	-9.8	Cc1ccc(S(=O)(=O)N(C)c2ccc(OCC(=O)OCc3c(C)noc3C)cc2)cc1
-0.1	7.2	-14.2	0.3	3.1	-0.517	-0.2	-1.5	17.0	c1ccc(Cn2nnc3cnccc32)cc1
-7.1	-13.8	-2.9	-1.0	-8.0	-0.987	1.4	-6.0	-0.9	Cc1ccc(C(=O)C(C)OC(=O)c2ccccc2[N+](=O)[O-])cc1 (centres undefined)
-0.5	0.2	-18.7	0.4	-0.5	.	-2.6	7.3	10.7	O=C(COC(=O)c1n[nH]c2ccccc12)c1cc(F)ccc1F
-3.6	-1.0	-8.6	0.4	5.8	-0.415	-1.8	-4.6	8.1	CCCn1c(C)cc(C)c(C#N)c1=O
12.7	-6.1	-30.7	1.8	-2.0	-0.538	-1.4	-1.4	2.1	O=C(CCl)NN=C(c1ccccc1)c1ccccc1
-4.1	-0.7	-12.2	0.0	0.7	-1.02	-2.6	-5.1	0.7	CCn1c(SCC(=O)N2c3ccccc3CCc3ccccc32)nnc1-c1ccc(OC)cc1
0.4	-10.4	-16.6	-0.6	-8.8	-0.299	0.4	-4.1	4.7	O=C1CC(C(=O)Nc2ccccc2)S/C(=N\NC(=O)c2ccccc2Cl)N1 (centres undefined)
-1.1	1.8	-11.3[20 µM]	1.1	4.7	-0.691	-1.2	3.1	14.8	O=C(c1cccnc1)N1CCN(S(=O)(=O)c2ccc(Cl)cc2)CC1
-1.4	-8.2	-17.6	-0.1	-4.8	0.587	0.6	-2.2	8.4	COCCNC(=O)C(=O)NNC(=O)COc1ccc(OC)cc1
0.5	-5.4	-22.1	0.7	-5.6	0.97	-0.8	22.8	0.7	COc1cc(C(c2sc3nc(C)nn3c2O)N2CCN(c3ccccc3)CC2)cc(OC)c1OC (centres undefined)
-3.8	1.6	-8.1	0.8	2.6	.	4.5	0.9	13.5	CCCc1nn2c(=O)c(C(c3ccc(C)cc3)c3c(O)nc4sc(CCC)nn4c3=O)c(O)nc2s1
-4.2	0.0	-28.4[20 µM]	-0.5	-9.8	-2.37	0.4	0.1	-5.3	CN1CCN(c2ccccc2NC(=O)c2ccc(-c3ccccc3)cc2)CC1
-2.1	-3.2	-9.8	-0.3	-7.2	.	-1.8	-11.8	7.0	CCn1c(SCC(=O)N/N=C/c2ccccc2OCC(=O)O)nnc1-c1ccc(OC)cc1
3.8	2.1	-29.2[20 µM]	0.3	3.2	-0.102	0.3	-17.2	15.9	Cc1ccc(C(=O)OCC(=O)Nc2ccc3c(c2)OCO3)cc1S(=O)(=O)N1CCOCC1

Brought forward from above: 3 compounds, followed by the next part.
p97 ATPase inh	thrombin 1536	Furin inhibitor	PERK inhibitor	FXIa inh	KCC2 mod	Wee1 stabilizer	hK5 inh	FXIIa inh 1536	smiles
-4.2	0.0	-28.4[20 µM]	-0.5	-9.8	-2.37	0.4	0.1	-5.3	CN1CCN(c2ccccc2NC(=O)c2ccc(-c3ccccc3)cc2)CC1
-2.1	-3.2	-9.8	-0.3	-7.2	.	-1.8	-11.8	7.0	CCn1c(SCC(=O)N/N=C/c2ccccc2OCC(=O)O)nnc1-c1ccc(OC)cc1
3.8	2.1	-29.2[20 µM]	0.3	3.2	-0.102	0.3	-17.2	15.9	Cc1ccc(C(=O)OCC(=O)Nc2ccc3c(c2)OCO3)cc1S(=O)(=O)N1CCOCC1
1.1	0.6	-15.3[20 µM]	-0.6	4.1	0.0329	1.0	-20.9	3.9	CSc1nc2ccc(NC(=O)CSc3nnc(N)s3)cc2s1
0.1	5.2	-7.0[20 µM]	-0.1	-5.0	-0.00184	1.5	-0.8	14.1	O=C(c1cc2c(ccc3ccccc32)o1)N1CCN(c2ncc(C(F)(F)F)cc2Cl)CC1
1.8	-26.2	-101.3	0.3	-11.9	0.342	-3.3	-5.9	-11.1	COC(=O)C1=CN(CC2CCCO2)C=C(C(=O)OC)C1c1cccc(O)c1 (centres undefined)
3.0	-6.9	-6.9	1.7	2.0	-0.0805	-1.2	-11.8	9.7	COc1ccc(CC(=O)NCc2nnc(SCc3ccc(C)cc3)n2C)cc1
2.7	-1.1	-36.0	-0.7	2.2	.	0.2	-1.2	11.1	O=C1c2ccccc2C(Nc2ccc(Cl)cn2)N1c1cccnc1 (centres undefined)
-3.3	-1.7	0.5	-0.4	5.9	-0.247	2.2	6.7	0.4	COc1ccccc1C(=O)/C=C/c1ccc(N2CCCCC2)c([N+](=O)[O-])c1
-2.8	-8.6	-15.5	0.8	2.0	-0.735	1.9	-3.7	4.4	O=C(NCc1ccccc1)C1=C[C@@H](c2ccccc2)C[C@@H](OCc2ccc(CO)cc2)O1
6.6	-4.0	-19.0[20 µM]	-1.0	-3.6	-0.399	-0.2	-17.8	-8.5	O=C(CSc1nc2c(c(=O)n1-c1ccc(Br)cc1)SCC2)NCC1CCCO1 (centres undefined)
4.2	-4.6	1.8	1.7	0.9	-0.654	1.8	2.4	8.0	CC[C@H](C)[C@H](NC(N)=O)C(=O)Nc1ccc2c(c1)OCO2
